E coli growth – E. coli V3065 growth inhibition, primary screen, counter-screen for AddAB inhibitor project, absorbance, OD600. AID 449728, 2010. hit rate 0.27% among 330,000. 18 h. inhibition, % at 11.9 µM;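 active = inhibition above the campaign's mean inhibition across all tested compounds plus 3 SD, cut at about 9.9% in these data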;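 also: uninfected addAB+ strain grown without phage in ampicillin broth; 0% = DMSO wells and 100% = ciprofloxacin 0.95 µg/ml wells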
AddAB inh – growth inhibition of E. coli expressing H. pylori AddAB, primary screen, AddAB inhibitor project, absorbance; inhibition, % at 11.9 µM; hit rate 0.29% among 330,000; AID 435030, 2010; in the data active = inhibition above about 12%;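 also: 0% = vehicle wells of infected cells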
DAGLB inhibitor – DAGLB lipase inhibitors, primary screen, biochemical, fluorescence, HTS; HEK293T DAGLB membrane lysate, EnzChek fluorogenic substrate; Diacylglycerol lipase-beta (Homo sapiens), Q8NCG7; hit rate 0.059% among 340,000; inhibition, % at 5.17 µM; in the data active = inhibition above about 34%;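 also: 0% = enzyme with vehicle and 100% = wells lacking enzyme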
Target sequence (Q8NCG7 whole entry, looked up): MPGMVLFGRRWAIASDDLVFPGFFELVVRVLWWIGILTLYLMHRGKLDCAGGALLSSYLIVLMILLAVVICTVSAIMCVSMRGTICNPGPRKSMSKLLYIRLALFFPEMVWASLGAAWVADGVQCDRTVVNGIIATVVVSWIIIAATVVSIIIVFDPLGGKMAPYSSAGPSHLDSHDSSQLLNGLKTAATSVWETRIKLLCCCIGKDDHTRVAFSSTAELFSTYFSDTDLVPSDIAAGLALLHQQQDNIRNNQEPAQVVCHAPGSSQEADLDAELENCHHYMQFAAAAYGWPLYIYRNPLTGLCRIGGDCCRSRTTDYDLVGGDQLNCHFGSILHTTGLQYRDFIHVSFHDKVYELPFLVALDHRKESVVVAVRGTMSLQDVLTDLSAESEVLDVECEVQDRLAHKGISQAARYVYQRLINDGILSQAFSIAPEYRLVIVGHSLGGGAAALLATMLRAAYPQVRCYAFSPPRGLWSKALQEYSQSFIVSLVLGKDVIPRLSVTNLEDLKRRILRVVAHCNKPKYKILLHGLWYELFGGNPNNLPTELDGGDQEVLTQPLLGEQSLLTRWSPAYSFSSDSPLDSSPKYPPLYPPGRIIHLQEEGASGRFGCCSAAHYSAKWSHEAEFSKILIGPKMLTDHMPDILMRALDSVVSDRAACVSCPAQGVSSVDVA
Wnt bcat act – Wnt/beta-catenin pathway activators, primary screen, cell-based, plate reader, single point | Wnt/beta-catenin reporter cell assay, activator | activation, % at 9.35 µM | hit rate 1.2% among 300,000 | AID 743398, 2014; in the data active = activation above about 30%, passing the limit was not always enough;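 also: 0% = neutral control wells and 100% = positive control wells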
CAL PDZ inh – CAL PDZ peptide-binding inhibitors, primary screen, biochemical, fluorescence polarization, Cer-tagged CAL PDZ, HTS. Golgi-associated PDZ and coiled-coil motif-containing protein (Homo sapiens), Q9HD26. purified CAL PDZ, TMR-peptide fluorescence polarization, 1 h. inhibition, % at 20 µM. hit rate 0.02% among 330,000;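 active = highest replicate inhibition of at least 40%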;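 also: plate controls were DMSO neutral control wells for no effect and unlabeled competitor peptide control wells for full effect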
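Control set: unlabelled peptide and DMSO controls / Material: purified CerCALP PDZ construct / Timing: 1 h incubation at room temperature before polarization reading / Doses: 20 µM, one dose / Detection: fluorescence polarization (mP)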
Rtt109 Vps75 – inhibitors of C. albicans Rtt109/Vps75 HAT, primary screen, biochemical, ThioGlo CoA-SH fluorescence, plate reader. purified Rtt109/Vps75, 4 h. inhibition, % at 34.9 µM. hit rate 0.16% among 330,000. AID 540336, 2011;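 active = inhibition of at least 50% in every replicate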
Target sequence (Q5AAJ8 whole entry, looked up): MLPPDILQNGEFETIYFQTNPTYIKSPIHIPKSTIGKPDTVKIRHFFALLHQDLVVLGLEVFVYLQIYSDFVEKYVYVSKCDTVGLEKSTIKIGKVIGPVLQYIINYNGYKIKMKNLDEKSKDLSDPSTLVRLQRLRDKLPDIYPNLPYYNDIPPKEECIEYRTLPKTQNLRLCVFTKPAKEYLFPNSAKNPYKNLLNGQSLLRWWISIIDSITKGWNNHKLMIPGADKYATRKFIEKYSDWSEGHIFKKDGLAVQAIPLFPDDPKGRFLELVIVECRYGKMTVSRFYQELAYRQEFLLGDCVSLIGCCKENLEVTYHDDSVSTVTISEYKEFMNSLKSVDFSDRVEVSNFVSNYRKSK
PfHsp90 set2 – growth inhibition of PfHsp90-expressing yeast, primary screen, antimalarial PfHsp90 inhibitor project, S. cerevisiae, BacTiter-Glo luminescence, single point, set 2; BacTiter-Glo ATP, 48 h; yeast lacking PDR1 and PDR3 efflux regulators; hit rate 0.32% among 310,000; inhibition, % at 9.4 µM;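 active = every replicate shows inhibition above about 80%, whatever the replicate mean, limit read from the data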;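 also: 0% = DMSO neutral controls and 100% = 20 µM radicicol positive controls; yeast relying on Plasmodium falciparum Hsp90 in place of its own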
phage Ecoli inh – growth loss of phage-infected E. coli, primary screen, RecBCD inhibitor project, absorbance, with phage, HTS | inhibition, % at 11.9 µM | hit rate 0.26% among 360,000 | AID 651602, 2012; in the data active = inhibition above about 11%
PvdQ inh – P. aeruginosa PvdQ acylase inhibitors, primary screen, biochemical, fluorescence, plate reader and imaging, single point; inhibition, % at 10 µM; PvdQ acylase [Pseudomonas aeruginosa LESB58]; purified PvdQ acylase; hit rate 0.063% among 340,000; in the data active = inhibition above about 30%, passing the limit was not always enough;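 also: 0% = vehicle neutral wells and 100% = reference inhibitor wells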
Tat export inh – E. coli Tat export inhibitors, primary screen, MC4100, TorA-mCherry reporter, fluorescence, single point; inhibition, % at 10 µM; AID 488895, 2010; hit rate 0.036% among 340,000;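 active = mean replicate inhibition at least 50% and at least half of replicates individually reaching 50%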;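 also: exported cargo escapes ClpAP degradation while cytoplasmic cargo is degraded and loses fluorescence; 0% = median of neutral control wells and 100% = median of NaSCN control wells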
An asterisk follows results filed as active; . = no result given.

Start of the data: the first two entries as a preview:
SMILES	E coli growth	AddAB inh	DAGLB inhibitor	Wnt bcat act	CAL PDZ inh	Rtt109 Vps75	PfHsp90 set2	phage Ecoli inh	PvdQ inh	Tat export inh
COc1c(Cl)cc(Cl)cc1CNCCNCCO	3.4	1.0	1	.	-0.7	4	-20	-0.2	-1	-2
COc1ccc(NC(=O)C2CCC(C)(C(=O)O)C2(C)C)cc1 (stereo not given)	-0.5	5.5	-8	0	-0.8	24	-9	0.3	6	-3

The whole of this part, repeating the preview:
SMILES	E coli growth	AddAB inh	DAGLB inhibitor	Wnt bcat act	CAL PDZ inh	Rtt109 Vps75	PfHsp90 set2	phage Ecoli inh	PvdQ inh	Tat export inh
COc1c(Cl)cc(Cl)cc1CNCCNCCO	3.4	1.0	1	.	-0.7	4	-20	-0.2	-1	-2
COc1ccc(NC(=O)C2CCC(C)(C(=O)O)C2(C)C)cc1 (stereo not given)	-0.5	5.5	-8	0	-0.8	24	-9	0.3	6	-3
C[C@H]1CN=C(Nc2ccccc2)N1CCc1ccc(F)cc1	-0.5	3.0	0	1	0.7	0	-3	1.6	1	-9
CC(C)(O)[C@H]1Cc2cc3ccc(=O)oc3cc2O1	1.2	2.7	-2	11	-1.3	-1	-8	1.6	-9	10
O=C1NC(c2ccccc2)=NC1(NS(=O)(=O)c1ccc(Cl)cc1)C(F)(F)F (stereo not given)	-0.9	3.0	1	-3	-0.3	8	20	1.6	-14	2
COc1ccc(NS(=O)(=O)c2ccc(NC(C)=O)cc2)c(OC)c1	3.4	4.6	-3	-9	-0.2	-7	-35	2.0	-9	-3
N#CCCCn1c(-c2ccccc2)noc1=O	-2.8	-1.3	0	.	-0.6	-5	17	3.1	-6	-2
CN(CC(=O)Nc1ccccc1Cl)C(=O)Cn1nnc(-c2ccc(F)cc2)n1	-0.1	4.7	-4	1	-1.7	-4	5	2.3	-22	14
Cc1cc(C)cc(N(CC(=O)NC(C)C)C(=O)CCC(=O)Nc2ccccn2)c1	-1.7	0.3	1	0	-2.3	10	-4	1.0	1	-10
CCCC(=O)n1nc(-c2ccc(C)cc2)nc1NCc1ccco1	-1.1	0.8	-20	47*	1.9	-1	-5	4.0	-9	16
Cc1ccc(C(=O)N/C(N)=N/c2nc3ccccc3o2)cc1	0.1	2.8	-4	.	-0.1	-3	5	1.3	-2	-8
O=C1NN=C(c2ccc(Cl)cc2)CC1c1cccc(Br)c1 (stereo not given)	0.9	9.3	-6	-3	0.5	7	-26	7.7	-4	-3
CCOC(=O)N1CCN(S(=O)(=O)c2cc3c(cc2C)NC(=O)CO3)CC1	-4.9	-0.8	1	-4	.	-5	.	1.1	-14	-2
COc1cccc(C2c3[nH]c4ccccc4c3C[C@H]3C(=O)N(c4ccccc4C(=O)N4CCC(C(=O)O)CC4)C(=O)N23)c1 (stereo not given in full)	-2.0	2.0	1	-2	-0.2	7	-5	1.6	7	-2
COc1ccc(NC(=O)CN(C)CC(=O)Nc2cccc(C(C)=O)c2)cc1	-0.9	0.9	-4	1	0.4	-3	-25	0.6	-13	-2
COc1ccc(C(=O)Nc2cccc(S(=O)(=O)NC3=NCCCCC3)c2)cc1	1.1	-0.6	2	-1	-6.1	4	-23	-1.9	-19	20
O=C(O)C1CCCCN1S(=O)(=O)c1cccc2nsnc12 (stereo not given)	0.5	1.5	-2	.	0.2	-14	-3	.	-7	-5
Brc1ccc(CSc2ncn[nH]2)cc1	0.3	1.3	0	.	-0.9	8	13	4.7	-23	-4
O=C(C1=C(O)C(=O)N(CCCn2ccnc2)C1c1cccc(Br)c1)c1ccco1 (stereo not given)	-2.6	0.3	-2	1	-1.0	3	-217	-0.8	0	-3
COCc1cc(C)nc(OCC(=O)N/N=C/c2ccc(O)cc2)c1C#N	0.4	0.0	1	-2	-0.2	10	-10	4.0	-6	7
C/C(=C\C(=O)c1ccccc1)NNC(=O)c1ccc(Cl)cc1	-1.6	-1.4	-1	-4	-0.7	-3	-7	2.9	3	-1
Cc1c(C(=O)N2CCN(Cc3ccccc3)CC2)oc2c1C(=O)CC(C)(C)C2	0.8	2.3	-2	0	-1.7	-16	7	3.5	-24	-1
CCCn1nnc(NC(=O)c2ccc(Cl)cc2Cl)n1	1.4	0.4	0	26	.	-1	16	0.6	-9	2
CC(=O)Cc1nsc(NC(=O)c2ccc(-c3ccccc3Cl)o2)n1	-2.0	0.1	3	-2	-3.2	6	66	-0.6	-14	11
COc1ccc(OC)c(C2C(C(=O)c3ccco3)=C(O)C(=O)N2Cc2cccnc2)c1 (stereo not given)	1.0	0.8	0	0	-1.5	-5	4	-0.1	-1	5
O=S1(=O)c2ccc(Br)cc2N2CCC[C@@H]2CN1Cc1ccccc1	1.2	-0.4	-10	-3	-1.5	13	59	2.0	14	0
COc1ccc(NC(=O)Cc2nnc(SCC(=O)NC3CCCCC3C)n2C)cc1 (stereo not given)	-2.0	2.5	-1	0	-0.8	3	17	-1.0	-5	-4
CN(C(=O)c1cccc(NC(=O)Cc2ccc(NC(=O)C3CCCN(C(=O)CCc4ccccc4)C3)cc2)c1)C1CCCC1 (stereo not given)	.	.	0	-1	-0.2	2	-1	1.5	-17	3
COc1ccc(NS(=O)(=O)c2cccc(C(=O)NCC(c3ccc(OC)cc3)N3CCCC3)c2)cc1 (stereo not given)	1.3	0.4	6	-12	-0.3	-1	.	1.6	-8	-3
Cc1nc(SCc2ccc(F)cc2)c([N+](=O)[O-])[nH]1	-0.4	2.6	0	-1	-0.7	-33	29	3.7	1	-1
O=C(c1ccc(NS(=O)(=O)c2ccc3[nH]c(=O)[nH]c3c2)cc1)N1CCCC(C(F)(F)F)C1 (stereo not given)	2.8	0.7	2	2	-2.2	5	-14	2.9	-10	6
Cn1c(=O)c2nc(NCc3ccccc3)cnc2n(C)c1=O	-2.2	1.4	-1	-2	-1.4	-210	-36	4.6	-8	-8
COc1ccc(C(=O)Nc2ccc(Cl)c(S(=O)(=O)N3CCOCC3)c2)cc1	0.7	-0.7	-2	-3	-2.2	12	.	1.8	-8	0
Cc1sc(NC(=O)C2CCCCC2)c(C#N)c1-c1ccccc1	-1.0	-0.7	-9	42*	-2.0	-4	4	2.2	3	-14
O=C1C=C(O)c2cccc(O)c2C1=O	-3.2	2.2	4	-1	1.5	8	-5	-4.8	-3	8
O=C1CN(C(=O)NCCC(=O)NC2CCCCC2)c2ccccc2N1	-1.4	2.0	0	2	-1.4	-4	-1	4.5	-24	1
Cc1cc([N+](=O)[O-])nn1Cc1ccc(C(=O)N/N=C/c2ccccc2)cc1	1.2	1.9	-1	.	-1.2	28	4	0.8	4	-4
Nc1nc(Cl)nc2c1ncn2C1OCC(O)C(O)C1O (stereo not given)	.	.	-2	-3	0.0	-2	-38	5.2	-18	2
Cc1cc(C)n(C(=O)CNC(=O)/C=C/c2ccccc2)n1	0.6	-0.2	-1	-2	1.5	3	-1	4.4	-9	17
COc1cccc(CNC(=O)C2CCCN(S(=O)(=O)c3c(C)n[nH]c3C)C2)c1 (stereo not given)	-1.3	-1.1	-5	-7	0.5	-46	-20	0.0	1	5

Random excerpt: 5 records from the list, in no set order.
SMILES	E coli growth	AddAB inh	DAGLB inhibitor	Wnt bcat act	CAL PDZ inh	Rtt109 Vps75	PfHsp90 set2	phage Ecoli inh	PvdQ inh	Tat export inh
COc1cccc(CNC(=O)C2CCCN(S(=O)(=O)c3c(C)n[nH]c3C)C2)c1 (stereo not given)	-1.3	-1.1	-5	-7	0.5	-46	-20	0.0	1	5
O=C1C=C(O)c2cccc(O)c2C1=O	-3.2	2.2	4	-1	1.5	8	-5	-4.8	-3	8
COc1ccc(C(=O)Nc2ccc(Cl)c(S(=O)(=O)N3CCOCC3)c2)cc1	0.7	-0.7	-2	-3	-2.2	12	.	1.8	-8	0
O=C(c1ccc(NS(=O)(=O)c2ccc3[nH]c(=O)[nH]c3c2)cc1)N1CCCC(C(F)(F)F)C1 (stereo not given)	2.8	0.7	2	2	-2.2	5	-14	2.9	-10	6
COc1ccc(OC)c(C2C(C(=O)c3ccco3)=C(O)C(=O)N2Cc2cccnc2)c1 (stereo not given)	1.0	0.8	0	0	-1.5	-5	4	-0.1	-1	5

More records follow:
SMILES	E coli growth	AddAB inh	DAGLB inhibitor	Wnt bcat act	CAL PDZ inh	Rtt109 Vps75	PfHsp90 set2	phage Ecoli inh	PvdQ inh	Tat export inh
O=C(c1ccccc1)C(C(=O)N1CCc2ccccc2C1)n1ccccc1=O (stereo not given)	1.2	0.6	-2	-4	-0.4	0	-8	1.9	2	-2
CCOc1ccc(C(=O)NCC(=O)N2CCN(C/C=C/c3ccccc3)CC2)cc1OCC	-1.2	-1.7	1	-4	-0.9	3	9	0.2	12	2
CCOc1nc(-c2ccc(C)cc2)ccc1-c1noc(COC)n1	-3.4	2.1	-17	.	-2.5	-8	.	3.2	-4	11
CCOC(=O)Cc1cc(-c2ccccc2)nc2ccc3ccccc3c12	-0.9	1.3	-8	-1	-1.1	4	17	1.8	-3	7
CCN(CC)c1ccc(S(=O)(=O)N2CCOCC2)cc1NC(=O)CSc1nncn1C	0.9	-2.5	-1	2	0.3	-5	1	2.8	3	-6
COc1ccc(CCN(C)C(=O)c2c(C)nn(-c3ccccc3)c2C)cc1OC	0.1	1.8	1	-2	-2.2	-2	14	0.2	-5	3
COc1ccc(NC(=O)CSCc2ccc(C)cc2)cc1	-1.2	-1.2	-8	6	-1.4	.	15	5.3	-19	0
COC(=O)C1=C(C)N(Cc2ccccc2)C(=NCc2cc(OC)c(OC)c(OC)c2)N[C@H]1CCc1ccccc1	-1.1	0.1	2	-4	-0.9	7	12	-0.3	-1	20
CCOC(=O)Cc1[nH]nc2c1C(c1ccsc1)C(C#N)=C(N)O2 (stereo not given)	3.3	4.6	0	4	-0.9	-7	4	1.8	-3	0
COc1cccc(C(=O)Nc2ccc3nc4n(c(=O)c3c2)CCCC4)c1	-1.1	-2.4	-2	9	-1.6	-1	24	2.8	-13	-10
O=C(N/N=C/C=C/c1ccc([N+](=O)[O-])cc1)c1cccs1	-0.9	0.7	-1	.	-3.0	5	3	-0.3	-2	-2
Cc1cc(OCC(=O)Nc2cccnc2)c2c(C)cc(=O)oc2c1	-0.8	0.7	-1	-4	-7.8	-4	-28	3.5	-16	1
C/C(=N\NC(=O)NC1CCCCC1)c1ccco1	0.8	3.3	3	0	-0.7	4	-5	7.2	3	4
CC(SC(C)C(=O)NN=Cc1cccc(F)c1)C(=O)NN=Cc1cccc(F)c1 (stereo not given)	.	.	3	25	-1.0	-12	.	2.2	-14	0
Cc1occc1C(=O)Nc1cccc(/C=C/C(=O)O)c1	0.1	-0.2	-1	-3	-0.9	-14	17	4.4	-11	-3
Cc1ccc2c(c1)nnc1nnc(SCC(=O)O)n12	-5.6	-2.4	.	-2	.	.	.	-4.0	.	.
CC(C)(C)C(=O)NC(=S)Nc1ccc(S(=O)(=O)Nc2nccs2)cc1	-1.1	3.1	3	0	-0.1	.	1	4.9	16	-2
O=[N+]([O-])c1cccc2ccc(/C=C/c3ccc(F)cc3)nc12	1.5	3.5	-4	.	-1.3	-4	-9	3.9	-1	10
O=C(NC1CCCCC1)c1cc(C2CC2)on1	-1.3	-1.0	-1	25	-2.3	-6	-1	-0.5	-1	-9
